SUMO HTRF inh = blocks human SUMOylation mediated by UBC9; HTRF SUMOylation assay, SAE1/SAE2 + UBC9, in vitro; inhibition, % at 35 µM; 0.36% of 290,000 active; AID 2006; in the data active = inhibition above about 50%, passing the limit was not always enough; note: strong numbers were not always called active
PfM18AAP inh = blocks P. falciparum M18 aspartyl aminopeptidase; 1.2% of 290,000 active; inhibition, % at 7.35 µM; AID 1822; recombinant PfM18AAP, H-Glu-NHMec fluorogenic cleavage;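 active = inhibition above the campaign mean inhibition over all tested compounds plus 3 SD, cut at about 28% in these data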;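 note: 0% = plate median of test compound wells and 100% = 2 mM ZnCl2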
MEKK2 mut-MEK5 = signal of MEK5 binding to mutant human MEKK2 PB1 domain | 0.35% of 290,000 active | bead flow cytometry, Alexa488-MEK5 binding to MEKK2 mutant | percent response, % at 10 µM; in the data active = percent response above about 24%, passing the limit was not always enough; note: inactives centre near 1; some results filed as inactive read as strong as hits; reference of the scale not given here
IDE inh = cellular human IDE inhibition; HEK cells, FAbetaB cleavage, fluorescence polarization; inhibition, % at 5.59 µM; P14735; 0.41% of 320,000 active;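 active = percent inhibition above the average of all tested compounds plus 3 SD, set per screening campaign, cut at about 16% in these data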;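 note: IDE supplied by intact live HEK cells; FP after avidin binding of uncleaved biotin substrate so inhibition keeps polarization high; 0% = DMSO wells and 100% = 60 µM reference IDE inhibitor Ii1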
Target sequence (P14735 whole entry, looked up): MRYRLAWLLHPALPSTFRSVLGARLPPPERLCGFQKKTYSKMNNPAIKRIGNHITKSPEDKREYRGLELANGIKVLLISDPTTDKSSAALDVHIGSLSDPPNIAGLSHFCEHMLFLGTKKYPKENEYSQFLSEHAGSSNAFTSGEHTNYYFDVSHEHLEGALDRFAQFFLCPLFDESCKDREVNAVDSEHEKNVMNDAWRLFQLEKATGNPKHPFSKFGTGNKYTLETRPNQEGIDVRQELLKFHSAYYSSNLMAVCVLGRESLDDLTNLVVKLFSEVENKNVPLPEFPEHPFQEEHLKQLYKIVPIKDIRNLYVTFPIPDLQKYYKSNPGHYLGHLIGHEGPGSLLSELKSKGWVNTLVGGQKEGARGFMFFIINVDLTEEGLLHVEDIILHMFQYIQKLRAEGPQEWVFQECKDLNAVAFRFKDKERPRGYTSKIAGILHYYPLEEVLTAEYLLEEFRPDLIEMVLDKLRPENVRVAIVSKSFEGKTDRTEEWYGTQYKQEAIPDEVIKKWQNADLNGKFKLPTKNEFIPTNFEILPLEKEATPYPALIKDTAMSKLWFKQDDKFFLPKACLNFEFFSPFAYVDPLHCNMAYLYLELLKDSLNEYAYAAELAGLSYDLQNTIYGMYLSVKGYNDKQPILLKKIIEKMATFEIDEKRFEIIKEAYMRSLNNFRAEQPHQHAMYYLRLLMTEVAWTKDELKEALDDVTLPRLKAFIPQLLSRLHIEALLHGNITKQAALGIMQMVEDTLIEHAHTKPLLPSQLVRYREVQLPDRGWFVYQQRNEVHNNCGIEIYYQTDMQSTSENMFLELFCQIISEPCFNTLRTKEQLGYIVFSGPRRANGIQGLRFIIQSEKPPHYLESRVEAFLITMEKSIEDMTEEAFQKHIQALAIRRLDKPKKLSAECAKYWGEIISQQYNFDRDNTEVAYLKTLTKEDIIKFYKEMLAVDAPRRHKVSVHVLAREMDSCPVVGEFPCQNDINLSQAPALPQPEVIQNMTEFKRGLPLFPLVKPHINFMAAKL
IDE act = IDE (human) activation, cell-based | HEK cells, FAbeta-B cleavage, fluorescence polarization; 0% vehicle, 100% cell-free pure enzyme wells | activation, % at 5.96 µM | 0.073% of 340,000 active;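 active = activation above the mean of all tested compounds plus 3 SD, set per screening campaign, cut at about 17% in these data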
p-CIP stab down = compounds decreasing mouse p/CIP protein stability; Q05BA5; F442A p/CIP-EGFP cells, EGFP fluorescence, 16 h; decrease of EGFP signal, % at 10 µM; 0.01% of 290,000 active;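 active = EGFP signal decrease of at least 30% at 10 µM or well 3 SD below plate mean, unless failing retest; inactive = the rest, including hits failing retest or dose response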; note: some compounds called inactive have numbers as strong as hits; many of its hits are not listed in these tables
MEKK3 PB1 HTS = modulators (inhibitors or enhancers) of MEK5 binding to human MEKK3 PB1 domain; Q99759; bead-based flow cytometry, Alexa488-MEK5 binding to MEKK3; actives lie on both sides; 0 = blocked by unlabeled MEK5, 100 = vehicle; binding response (% of control), % at 10 µM; 1.4% of 290,000 active; AID 1529;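 active = binding response more than 3 SD above or below the average of its plate-row segment, actives on both sides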;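 note: Alexa488 bead fluorescence after subtracting the streptavidin-only scavenger bead signal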
MEKK2wt PB1 HTS = raises or lowers MEK5 binding to wildtype human MEKK2 PB1 domain; 1.1% of 290,000 active; Q9Y2U5; bead flow cytometry, Alexa488-MEK5 binding to MEKK2 WT; actives lie on both sides; binding response (% of control), % at 10 µM; in the data active = binding response below about 67% or above about 130%
NALP1 inh = NALP1 inhibition; AID 2071; S. cerevisiae NALP1/ASC/caspase-1 growth, X-gal OD620, 72 h; 0.61% of 280,000 active; inhibition, % at 10 µM; in the data active = inhibition mostly above about 24%, no sharp cut-off; inactive = mostly below about 32%; note: some compounds called inactive have numbers as strong as hits
An asterisk follows results filed as active; nt = no result given; & = joins results of further samples. The list is partial; the hit share may differ from the screen's.

Molecule,SUMO HTRF inh,PfM18AAP inh,MEKK2 mut-MEK5,IDE inh,IDE act,p-CIP stab down,MEKK3 PB1 HTS,MEKK2wt PB1 HTS,NALP1 inh
Cc1nn(-c2ccc3ccccc3c2)c(=O)c2ccccc12,-2,3,2,4,4,-13,102,99,4
O=c1[nH]cnc2c1sc1nc3c(c(-c4ccc(Cl)cc4)c12)CCC3,12,-11,11,-2,2,-14,112,114,-6
O=C(NCCSCc1ccc(Cl)cc1)c1cccs1,11,-4,-18,1,3,-10,93,91,8
O=C(COC(=O)Cc1ccsc1)NC1CCCCCC1,8,-5,-2,-4,1,-4,95,97,6
Cc1cc(N2CCCC2)nc2ccc(NC(=S)NC(C)C)cc12,7,5,9,2,4,11,103,114,13
CC(C)NC(=O)Cn1cc(C(=O)C(=O)N2CCOCC2)c2ccccc21,16,0,9,0,-1,-7,107,106,0
CCOC(=O)c1nnn(CC(=O)N2N=C(c3ccccc3)CC2c2ccccc2)c1C(=O)OCC (stereo unspecified),-3,-4,4,1,-5,-9,114,103,2
Cc1ccc(-c2noc(CN3CCN(c4ccccc4F)CC3)n2)cc1,-4,-10,6,1,3,3,108,109,20
COC(=O)[C@@H]1C[C@@]2(O)[C@H](O)[C@H](O)[C@H](O)C[C@H]2N1CC(c1ccccc1)c1ccccc1,12,nt,-9,0,-1,3,96,101,nt
O=C1NC(c2ccncc2)Nc2ccccc21 (stereo unspecified),23,1,13,0,2,0,106,104,-7
Cc1ccc(C)c(Nc2ncnc3nc[nH]c23)c1,16,-1,-1,1,8,4,98,102,1
C=CCN1c2ccccc2[C@]23C[C@@H](C(=O)OC)N(C(=O)NC4CCCC4)C2=NC(C(=O)OC)=C(C(=O)OC)[C@H]13,nt,nt,2,-5,4,nt,106,104,nt
CCNC(=S)N/N=C(\C)c1ccc(N2CCOCC2)cc1,-10,29*,-2,0,-6,9,95,97,2
O=C(Nc1ncn[nH]1)c1cc([N+](=O)[O-])ccc1Cl,13,30*,2,-20,-3,-3,103,103,10
Cn1nnnc1SCC(=O)Nc1ccc2c(c1)OCO2,12,-5,1,-4,-2,-13,109,104,14
O=C(CN1C(=O)/C(=C/c2cccc(Br)c2)SC1=S)Nc1cccnc1,9,27,1,3,-4,-5,90,102,2
CN1CCN(C2=C(Cl)C(=O)N(Cc3ccccc3)C2=O)CC1,39,-4,2,5,3,-4,99,97,8
CN(CC(=O)OCC(=O)NCc1ccccc1)S(=O)(=O)c1ccc(Cl)cc1,-7,-12,0,6,4,3,126,104,26
Cc1ccsc1/C=N/Nc1ccc(C(=O)O)cc1,3,6,6,-3,4,-8,96,97,21
O=C(COC(=O)c1nc(Cl)ccc1Cl)c1ccc(Cl)s1,-11,4,10,7,3,-5,101,100,0

15 structures already listed, sorted by SMILES length, falling:
Molecule,SUMO HTRF inh,PfM18AAP inh,MEKK2 mut-MEK5,IDE inh,IDE act,p-CIP stab down,MEKK3 PB1 HTS,MEKK2wt PB1 HTS,NALP1 inh
C=CCN1c2ccccc2[C@]23C[C@@H](C(=O)OC)N(C(=O)NC4CCCC4)C2=NC(C(=O)OC)=C(C(=O)OC)[C@H]13,nt,nt,2,-5,4,nt,106,104,nt
COC(=O)[C@@H]1C[C@@]2(O)[C@H](O)[C@H](O)[C@H](O)C[C@H]2N1CC(c1ccccc1)c1ccccc1,12,nt,-9,0,-1,3,96,101,nt
CCOC(=O)c1nnn(CC(=O)N2N=C(c3ccccc3)CC2c2ccccc2)c1C(=O)OCC (stereo unspecified),-3,-4,4,1,-5,-9,114,103,2
O=c1[nH]cnc2c1sc1nc3c(c(-c4ccc(Cl)cc4)c12)CCC3,12,-11,11,-2,2,-14,112,114,-6
CC(C)NC(=O)Cn1cc(C(=O)C(=O)N2CCOCC2)c2ccccc21,16,0,9,0,-1,-7,107,106,0
Cc1ccc(-c2noc(CN3CCN(c4ccccc4F)CC3)n2)cc1,-4,-10,6,1,3,3,108,109,20
O=C(Nc1ncn[nH]1)c1cc([N+](=O)[O-])ccc1Cl,13,30*,2,-20,-3,-3,103,103,10
Cc1cc(N2CCCC2)nc2ccc(NC(=S)NC(C)C)cc12,7,5,9,2,4,11,103,114,13
O=C(COC(=O)c1nc(Cl)ccc1Cl)c1ccc(Cl)s1,-11,4,10,7,3,-5,101,100,0
Cc1nn(-c2ccc3ccccc3c2)c(=O)c2ccccc12,-2,3,2,4,4,-13,102,99,4
CCNC(=S)N/N=C(\C)c1ccc(N2CCOCC2)cc1,-10,29*,-2,0,-6,9,95,97,2
Cn1nnnc1SCC(=O)Nc1ccc2c(c1)OCO2,12,-5,1,-4,-2,-13,109,104,14
Cc1ccsc1/C=N/Nc1ccc(C(=O)O)cc1,3,6,6,-3,4,-8,96,97,21
O=C(NCCSCc1ccc(Cl)cc1)c1cccs1,11,-4,-18,1,3,-10,93,91,8
O=C1NC(c2ccncc2)Nc2ccccc21 (stereo unspecified),23,1,13,0,2,0,106,104,-7

Compound profiles, from the list above. Order of screens: SUMO HTRF inh, PfM18AAP inh, MEKK2 mut-MEK5, IDE inh, IDE act, p-CIP stab down, MEKK3 PB1 HTS, MEKK2wt PB1 HTS, NALP1 inh
O=c1[nH]cnc2c1sc1nc3c(c(-c4ccc(Cl)cc4)c12)CCC3 is listed as 12, -11, 11, -2, 2, -14, 112, 114, -6
Cc1ccc(-c2noc(CN3CCN(c4ccccc4F)CC3)n2)cc1 is listed as -4, -10, 6, 1, 3, 3, 108, 109, 20

Next part.
Molecule,SUMO HTRF inh,PfM18AAP inh,MEKK2 mut-MEK5,IDE inh,IDE act,p-CIP stab down,MEKK3 PB1 HTS,MEKK2wt PB1 HTS,NALP1 inh
CC(C)c1ccc(NC(=O)CSc2n[nH]c(=O)n2Cc2ccco2)cc1,-5,2,1,-4,nt,-11,104,104,-2
CCC(C)NCCOCCOc1ccc(Cl)c(C)c1C (stereo unspecified),-3,0,2,-2,7,2,100,105,39
CC(NC(=O)c1cccs1)c1n[nH]c(=S)n1C (stereo unspecified),8,11,5,0,-2,0,110,111,23
CC1CCCN(S(=O)(=O)c2ccc(NC(=O)CNC3CCCC3)cc2)C1 (stereo unspecified),-5,-7,2,6,0,4,103,105,15
O=C(Nc1ccc(F)c(Cl)c1)Nc1ccc(Cl)cn1,8,-1,-2,4,-2,5,98,96,18
COc1ccc(S(=O)(=O)N2CCCCC2)cc1NC(=O)c1ccc(=O)[nH]c1,19,-1,2,0,0,6,101,105,6
CCCCOC(=O)C1=C(C)Nc2ncnn2C1c1cccc(OC)c1 (stereo unspecified),35,5,3,8,2,-12,99,97,16
CC(C)CCN1CCN(Cc2nc(-c3ccccc3)cs2)CC1CCO (stereo unspecified),15,4,3,-4,0,-1,101,110,-12
CC(C)CNc1nc(N)c([N+](=O)[O-])c(NC2CCCCC2)n1,-9,-3,0,3,-3,-12,101,102,35
Cc1ccc(C(=O)Nc2nnc(S(=O)(=O)N3CCOCC3)s2)cc1,6,4,3,-2,-2,8,100,98,10
O=C(c1cc([N+](=O)[O-])cc([N+](=O)[O-])c1)N1CCCc2ccccc21,5,-11,-6,1,0,-8,100,88,3
CCOc1ccccc1N(CC(=O)Nc1ccccc1C(=O)O)S(C)(=O)=O,-16,6,3,5,-5,10,111,112,28
O=C(/C=C/c1cccc([N+](=O)[O-])c1)NCCSCc1ccccc1Cl,-12,1,-2,-1,3,-12,104,100,19
CCc1nc(SCC(=O)Nc2ccc(F)cc2)c2c(=O)n(C)c(=O)n(C)c2n1,-1,3,0,2,0,-2,103,102,6
COCCCNC(=O)C1CC(=O)N(c2ccc(C)cc2)C1 (stereo unspecified),5,-6,-10,-9,7,-13,82,85,10
Cc1ccccc1N1CCN(C2CCCN(C(=O)CN3CCCC3=O)C2)CC1 (stereo unspecified),-12,-13,4,3,-3,-12,100,101,16
Cc1cc(C)n(-c2ccc(Cl)c(C(=O)Nc3ccc(-c4nnc5n4CCCCC5)cc3)n2)n1,-7,-1,0,3,-8,-3,101,102,1
CCC(OC(=O)c1cccs1)C(=O)NC1CCCCC1 (stereo unspecified),1,-3,-4,1,4,-3,97,96,32
CCC(=O)Nc1cccc(-c2csc(-c3ccccc3)n2)c1,-14,1,4,-1,-1,-4,100,102,34
COc1ccc(S(=O)(=O)NC(CC(=O)NC2CCCC2)c2ccco2)cc1 (stereo unspecified),9,-9,16,-7,2,-14,119,120,11

Next compounds:
Molecule,SUMO HTRF inh,PfM18AAP inh,MEKK2 mut-MEK5,IDE inh,IDE act,p-CIP stab down,MEKK3 PB1 HTS,MEKK2wt PB1 HTS,NALP1 inh
Cc1ccc(-c2nn(-c3ccccc3)cc2/C=N/NC(=O)c2ccncc2)o1,3,3,-1,-9,-5,-3,119,105,-26
Cc1cc(NC(=O)CCC(=O)N(CC(=O)NCC2CCCO2)c2ccccc2)no1 (stereo unspecified),2,-3,-1,2,4,-10,101,102,21
CC(Oc1ccc(Cl)cc1Cl)c1nc(-c2ccc(NC(=O)c3ccccn3)cc2)no1 (stereo unspecified),-2,-1,6,1,3,5,110,111,2
CC(C)CC(C(=O)NCC1CCCO1)N(C(=O)Cn1nnc(-c2ccc(F)cc2)n1)c1ccccc1F (stereo unspecified),-25,2,2,-3,-2,-2,102,104,-10
Cc1cccn2c(=O)c(C=C(C#N)C#N)c(N3CCN(c4ccccc4)CC3)nc12,8,4,0,nt,1,-16,103,104,6
Cc1cc(SCC(=O)N2CCCC2)nc2ccccc12,7,2,2,2,-4,-1,106,108,-14
O=C(NCCc1ccc2c(c1)OCCO2)c1cc(F)cc(F)c1,-9,1,20,2,-6,-7,102,112,29
O=C(O)C1c2ccccc2C(=O)N(Cc2ccc(F)cc2)C1c1ccncc1 (stereo unspecified),25,-9,-5,16*,nt,-11,97,100,12
COc1ccc(CN(C(=O)CN2C(=O)C(C)Oc3ccccc32)C2CCCC2)c(OC)c1 (stereo unspecified),-19,5,4,1,5,-13,103,99,-4
COc1ccc(N(CC(=O)Nc2ccccc2F)S(=O)(=O)c2ccc(OC)c(OC)c2)cc1,-11,-5,2,5,0,2,100,103,2
C/C(=N\NC(=O)c1ccc(F)cc1)c1ccc(N2CCOCC2)cc1,3,-8,0,4,-3,1,103,97,21
CCN(Cc1ccncc1)C(=S)NCc1ccccc1,20,-7,-7,5,1,-21,89,86,-4
CCOC(=O)N1CCC(NS(=O)(=O)c2cc(Br)cc3c2N(C(=O)CC)CC3)CC1,-4,0,nt,4,-1,-8,nt,nt,3
O=c1[nH]cc(C(F)(F)F)cc1NS(=O)(=O)c1ccc([N+](=O)[O-])cc1,16,-14,-3,4,4,-8,87,89,1
N#Cc1cccc(C#N)c1Oc1ccc(S(=O)(=O)Nc2ccc(Cl)cc2)cc1,0,2,-5,-2,0,-4,100,94,13
Cc1ccc(NC(=O)c2ccc3c(c2)N(CC(=O)NC(C)C)C(=O)C(C)(C)O3)cc1,1,-10,3,1,-2,0,100,100,11
O=C(Nc1cccc(Cl)c1)Nc1nccs1,5&11,3&7,1,-1,0,2&0,103,95,12&17
O=C(NC(=C(Cl)Cl)S(=O)(=O)c1ccc(Cl)cc1)c1ccccc1,6,10,1,-2,4,11,102,99,nt
COc1cc2c(cc1OC)CN(CC(=O)Nc1ccc(C)c(C)c1)CC2,-4,-3,11,0,-1,-3,100,105,3
O=C(NCCN1CCOCC1)c1ccc2c(c1)N(Cc1ccc(Cl)cc1)C(=O)CS2,2,-4,1,6,1,9,98,98,-4
